From PubChem BioAssay
Rac1 GTP hydrolysis: MgcRacGAP GTPase-activating activity inhibitors, confirmation, biochemical, ADP Hunter fluorescence; MgcRacGAP-stimulated Rac1 GTP hydrolysis, ADP Hunter fluorescence; higher % means a stronger effect; GST-tagged Rac1 F28L mutant substrate; one-dose inhibition, % at 30 µM; IC50 in µM for titrated hits; actives 0.6% (n = 340,000);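 active means first-screen hits whose inhibition reached a set limit at any dose in the follow-up dose series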;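 further: fluorescence reports GDP produced by GAP-driven GTP hydrolysis; strong numbers were not always called active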
KOR beta-arrestin-1: KOR antagonists, beta-arrestin recruitment, cell-based, luminescence, uHTS (AID 1778) | inhibition, % at 10 µM; hits with a dose series show IC50 in µM | KOR beta-arrestin recruitment, luminescence, antagonist mode; higher % means a stronger effect | actives 0.091% (n = 290,000); in the data active means inhibition above about 50%; further: strong numbers were not always called active
GPR35 arrestin U2OS: GPR35 antagonists blocking zaprinast-driven arrestin recruitment, primary screen, imaging, U2OS, beta-arrestin-GFP, zaprinast agonist (AID 2058); inhibition, % at 10 µM, or IC50 in µM where a hit was titrated; U2OS GPR35 beta-arrestin-GFP translocation imaging, zaprinast antagonism; higher % means a stronger effect; actives 0.052% (n = 290,000);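 active means inhibition of at least 50% with at least 30 cells and total cytoplasm GFP at most 10,000,000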
GPR55 activation: selective activators of receptor GPR55 – imaging, U2OS cells, beta-arrestin-GFP redistribution, primary screen (AID 1961). U2OS GPR55 beta-arrestin-GFP redistribution imaging; higher % means a stronger effect. activation, % at 10 µM, or EC50 in µM where a hit was titrated. actives 0.048% (n = 290,000);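 active means activation above 40% with more than 50 cells counted in the well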;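 further: U2OS osteosarcoma cells stably expressing GPR55 and beta-arrestin-GFP; plate controls were DMSO negative control for no effect and LPI positive control for full effect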
K1F lysis inhibition: protection from phage-mediated lysis, alamar blue read-out – E. coli UTI89, K1F phage, bacterial capsule biogenesis inhibitors (AID 488966). E. coli UTI89 K1F phage lysis, alamar blue, 2 h; higher % means a stronger effect. one-dose inhibition, % at 100 µM; IC50 in µM for titrated hits. actives 0.02% (n = 340,000);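 active means phage lysis inhibition, versus mean bacterial control, above a set limit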;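 further: capsule biogenesis inhibitors block K1F phage lysis so surviving cells raise fluorescence; higher fluorescence means more inhibition of phage lysis; actives were called in the ten point dose series up to 300 µM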
KOR beta-arrestin-2: kappa opioid receptor activators – cell-based, luminescence, uHTS, primary screen (AID 1777). actives 0.02% (n = 280,000). activation, % at 10 µM, or EC50 in µM where a hit was titrated. KOR beta-arrestin recruitment, luminescence; higher % means a stronger effect; in the data active means activation above about 50%, passing the limit was not always enough; further: a part of the inactive calls stands beside numbers as strong as those of hits
NOD1 inhibition: inhibition of NOD1-driven NF-kB reporter – cell-based, luminescence, uHTS, primary screen (AID 1578); NOD1-driven NF-kB luciferase reporter cells, luminescence; higher % means a stronger effect; inhibition, % at 4 µM, or EC50 in µM where a hit was titrated; actives 1% (n = 290,000); in the data active means inhibition mostly above about 36%, no sharp cut-off; inactive means mostly below about 34%;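 further: HEK-293T reporter cells stimulated with the NOD1 agonist gamma-tri-DAP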
NTR1 agonist: NTR1-driven beta-arrestin-GFP spot formation – imaging, U2OS cells, high content, primary screen (AID 493036); P30989; agonist mode; activation, % at 20 µM; actives 0.17% (n = 330,000);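 active means activation at or above 40% of the spot to cytoplasm intensity ratio, with at least 20 cells analyzed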;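 further: 0% = DMSO without peptide and 100% = 100 nM NTR1 peptide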
Target sequence (P30989 whole entry, looked up): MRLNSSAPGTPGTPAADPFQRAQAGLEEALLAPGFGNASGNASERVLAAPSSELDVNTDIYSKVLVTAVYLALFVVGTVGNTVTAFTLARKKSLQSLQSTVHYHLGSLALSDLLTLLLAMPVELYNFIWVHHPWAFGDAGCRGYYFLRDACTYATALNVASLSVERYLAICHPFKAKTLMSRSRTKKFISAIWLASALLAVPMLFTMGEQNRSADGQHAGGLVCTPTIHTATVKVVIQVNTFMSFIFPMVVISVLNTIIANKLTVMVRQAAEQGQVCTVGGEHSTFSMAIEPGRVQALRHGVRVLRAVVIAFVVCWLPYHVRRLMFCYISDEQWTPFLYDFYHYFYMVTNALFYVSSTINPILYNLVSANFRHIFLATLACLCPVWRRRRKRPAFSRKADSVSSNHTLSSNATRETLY
GPR55 antagonists: inhibition of LPI-stimulated GPR55 beta-arrestin translocation – imaging, U2OS, beta-arrestin-GFP, LPI agonist, primary screen (AID 2013). one-dose inhibition, % at 10 µM; IC50 in µM for titrated hits. actives 0.13% (n = 290,000). U2OS GPR55 beta-arrestin-GFP translocation imaging, LPI antagonism; higher % means a stronger effect;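 active means spots per cell inhibited over 60%, with over 100 cells counted and total cytoplasm intensity under 500,000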;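 further: U2OS cells stably carrying GPR55 and arrestin-GFP stimulated by 5 µM LPI near EC80; imaged beta-arrestin-GFP aggregate spots per cell after agonist stimulation; plate controls were LPI-stimulated DMSO wells for no effect and DMSO wells without LPI for full effect; some results filed as inactive read as strong as hits; confirmed hits need IC50 under 10 µM and bright autofluorescent wells are also inconclusive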
NTR1 agonist cell count 20 µM: recorded beside NTR1 agonist, whose call it bears; cell count; measured here: cell count, cytotoxicity flag
* hit, by the source's call; nt = no result given; [ ] = another dose, or the depositor's remark.

Second line of a record – Rac1 GTP hydrolysis, KOR beta-arrestin-1, GPR35 arrestin U2OS, GPR55 activation, K1F lysis inhibition, KOR beta-arrestin-2, NOD1 inhibition, NTR1 agonist, NTR1 agonist cell count 20 µM, GPR55 antagonists
O=C(CCCCCn1c(=S)[nH]c2ccc(N3CCOCC3)cc2c1=O)NCc1ccc(Cl)cc1
    9%, -27%, -3%, -0.3%, 0.2%, -4.8%, -21%, 13, 58, -1%
O=C1Cc2cc([N+](=O)[O-])ccc2N1c1c(Cl)cccc1Cl
    9%, -14%, -2%, 0.0%, 1.1%[50 µM], 1.3%, -4%, 2.8, 70, 3%
Cn1c(N)c(C(=O)COC(=O)CCCOc2ccc(Cl)cc2Cl)c(=O)n(C)c1=O
    5%, -23%, -2%, -0.7%, -3.2%, -3.2%, -30%, 3.7, 85, 14%
COc1ccccc1NC(=S)NCC1CCC(CNC(=S)Nc2ccccc2OC)CC1 (stereo not drawn)
    9%, 40%, -8%, -0.1%, 0.3%, 2.0%, -2%, 0.1, 40, 14%
COc1ccc(Cl)cc1C(=O)Nc1ccccc1N1CCN(C(=O)C(C)C)CC1
    6%, -3%, -11%, -0.2%, 0.1%, -6.8%, -8%, 2.8, 84, 4%
O=c1cnnc(SCCc2ccccc2)[nH]1
    6%, 18%, 8%, 0.6%, 0.4%, -4.2%, -29%, 20, 87, 1%
COc1cc(C(=O)Oc2cccc(C(=S)N3CCOCC3)c2)cc(OC)c1OC
    7%, 4%, -4%, 0.0%, -0.2%, -2.6%, -34%, 0.7, 85, 8%
COc1ccc(CNC(=O)CN(C(=O)c2snc(C(N)=O)c2N)c2ccccc2F)cc1
    8%, -24%, -7%, -0.1%, -0.2%, 2.8%, 1%, 0.7, 38, -8%
N/C(=N\c1nc(CSc2nc3ccccc3s2)cc(=O)[nH]1)Nc1ccc(F)cc1
    7%, -70%, 8%, -0.1%, 0.1%, 3.8%, -9%, 12, 55, 10%
CCOC(=O)c1c(NC(=O)C2CCCN(S(=O)(=O)c3ccc(C)cc3)C2)sc2c1CCCC2 (stereo not drawn)
    0%, -14%, 0%, 0.8%, 0.3%, 3.8%, 16%, 6.8, 69, 12%
Cc1nn(C)c(C)c1NC(=O)Nc1cccc(C(F)(F)F)c1
    9%, 19%, -4%, -0.1%, 0.9%, 1.5%, 6%, -1.7, 48, 18%
COc1cc(NC(=O)C2CC2)c(C(=O)O)cc1OC
    5%, -46%, -10%, 0.2%, 0.0%, 9.9%, -2%, 0.5, 75, 6%
O=C(O)c1ccccc1SCc1ccc2c(c1)OCO2
    11%, -45%, 0%, -0.1%, 2.1%, 8.2%, -10%, -0.7, 61, 2%
CCOc1ccc(CC(=O)Nc2nccs2)cc1
    7%, -17%, -10%, -0.3%, -6.7%, -2.3%, -44%, -0.6, 69, -19%
COc1cc2c(C(=O)N3CCN(C)CC3)c(C)oc2cc1Br
    5%, -6%, 4%, -0.1%, 0.4%, -0.3%, -1%, 0.4, 76, -5%
Cc1cccc(N2CN(Cc3ccco3)CNC2=S)c1C
    4%, 6%, 2%, -0.2%, 0.0%, 1.4%, -14%, 3.2, 67, 9%
Cc1cc(C(F)(F)F)cc(NNC(=O)NC(=O)c2ccc(Cl)cc2)n1
    0%, 1%, -17%, -0.1%, -1.2%, -1.9%, -6%, -1.3, 49, 14%
COCCOC(=O)C(C#N)c1nc2ccccc2nc1N1CCN(Cc2ccccc2)CC1 (stereo not drawn)
    10%, 9%, 2%, -0.1%, 0.2%, -4.1%, -42%, 2.3, 58, -14%
CSc1cccc(NC(=O)C2C3C=CC4(O3)C2C(=O)N(CCN2CCOCC2)C4C(=O)NC2CCCCC2)c1 (stereo not drawn)
    4%, -25%, 2%, -0.1%, 0.8%, -2.4%, -30%, 1.1, 47, 18%
CCN(CCNC(=O)C1CCN(S(=O)(=O)c2c(C)noc2C)CC1)c1ccccc1
    5%, -6%, 14%, 0.0%, -1.0%, 9.5%, -4%, 0.7, 38, 3%

3 compounds from above, arranged by SMILES length, highest first.
Second line of a record – Rac1 GTP hydrolysis, KOR beta-arrestin-1, GPR35 arrestin U2OS, GPR55 activation, K1F lysis inhibition, KOR beta-arrestin-2, NOD1 inhibition, NTR1 agonist, NTR1 agonist cell count 20 µM, GPR55 antagonists
CSc1cccc(NC(=O)C2C3C=CC4(O3)C2C(=O)N(CCN2CCOCC2)C4C(=O)NC2CCCCC2)c1 (stereo not drawn)
    4%, -25%, 2%, -0.1%, 0.8%, -2.4%, -30%, 1.1, 47, 18%
CCN(CCNC(=O)C1CCN(S(=O)(=O)c2c(C)noc2C)CC1)c1ccccc1
    5%, -6%, 14%, 0.0%, -1.0%, 9.5%, -4%, 0.7, 38, 3%
Cc1cc(C(F)(F)F)cc(NNC(=O)NC(=O)c2ccc(Cl)cc2)n1
    0%, 1%, -17%, -0.1%, -1.2%, -1.9%, -6%, -1.3, 49, 14%

Next section:
Second line of a record – Rac1 GTP hydrolysis, KOR beta-arrestin-1, GPR35 arrestin U2OS, GPR55 activation, K1F lysis inhibition, KOR beta-arrestin-2, NOD1 inhibition, NTR1 agonist, NTR1 agonist cell count 20 µM, GPR55 antagonists
Nc1nc2nc(-c3ccccc3)cc(C(F)(F)F)c2s1
    6%, -24%, -3%, 0.2%, -0.2%, 1.5%, -24%, 11, 35, 14%
COC(=O)CCNc1ccc2c(c1)OCCO2
    251µM*, -7%, 7%, -0.5%, 1.6%, -0.7%, 12%, 0.6, 32, -2%
c1ccc(CCNc2ncnc3c2nnn3Cc2ccccc2)cc1
    -2%, -26%, -2%, -0.2%, -3.3%, 3.8%, -21%, -1.0, 68, 14%
CC(C)CC(c1nnnn1Cc1ccc(F)cc1)N1CCC(C(N)=O)CC1 (stereo not drawn)
    10%, -28%, -3%, -0.4%, -1.0%, -1.0%, -41%, 0.2, 87, 9%
COC(=O)c1ccc(COc2ncnc3c(Cl)cc(Cl)cc23)o1
    3%, 23%, -6%, 0.0%, -0.2%, -3.0%, 3%, 0.8, 78, 6%
Nc1nc(SCc2nc3scc(-c4cccs4)c3c(=O)[nH]2)n[nH]1
    7%, -37%, -2%, -0.1%, 4.8%, 0.5%, -26%, -0.9, 67, 2%
Cc1cc(C)cc(NC(=O)COC(=O)[C@@H](NC(=O)c2ccco2)C(C)C)c1
    -7%, 5%, -7%, 0.7%, 1.3%, -1.0%, 0%, -0.7, 43, 12%
O=C(NNC(=O)c1sccc1-n1cccc1)c1cccc(Cl)c1
    7%, -68%, -11%, 0.1%, -0.1%, 3.3%, 32%, -0.8, 44, 5%
CCOc1ccccc1NC(=O)CCC(=O)Nc1ccc2nc(N3CCN(C)CC3)cc(C)c2c1
    0%, -7%, 1%, 0.1%, 0.0%, 2.0%, -16%, 1.5, 64, -8%
O=C1c2cccnc2C(Nc2cccc(F)c2)N1Cc1ccco1 (stereo not drawn)
    10%, -5%, -18%, -0.5%, 0.0%, 0.7%, -47%, -1.9, 94, 2%
Cc1cc(OCC(=O)Nc2cnn(CCCC(=O)O)c2)ccc1[N+](=O)[O-]
    -1%, -37%, 1%, 0.1%, -2.5%, 8.1%, -24%, -1.0, 21, 5%
Cc1cc(C(=O)N/N=C/c2c(C)nn(-c3ccccc3)c2Cl)n[nH]1
    nt, 3%, 0%, -0.1%, nt, -1.8%, -5%, -0.3, 49, 15%
CCOc1cc(-c2c(C#N)c(N)nc3c2CCCC3C)ccc1O (stereo not drawn)
    15%, -13%, 0%, -0.4%, -0.6%, 2.1%, nt, 1.9, 76, 27%
Cc1ccc(-c2cc(-c3ccccc3)nc(NN)n2)cc1
    10%, -34%[20 µM], 0%, 1.0%, 0.4%, -5.8%, -17%, 1.8, 62, -13%
CC1(c2ccc(C#N)cc2)NC(=O)N(CC(=O)Nc2cc(S(=O)(=O)N3CCOCC3)ccc2Cl)C1=O (stereo not drawn)
    3%, -4%, 0%, -0.6%, 0.9%, -6.3%, -28%, 1.2, 28, -11%
Cc1c(NC(=O)CN2CCN(c3ccc([N+](=O)[O-])cc3)CC2)c(=O)n(-c2ccccc2)n1C
    6%, 10%, -3%, 0.0%, 0.3%, -6.8%, -8%, 0.7, 31, 4%
Cc1ccc(NCc2nnc(SCC(=O)N3c4ccccc4Sc4ccccc43)o2)c(C)c1
    7%, 10%, 0%, 1.4%, 7.3%, 2.6%, -8%, 1.3, 86, 11%
CN(c1ccccc1)S(=O)(=O)c1cccc(NC(=O)CSc2nncs2)c1
    6%, 1%, 6%, 0.1%, 0.2%, 4.6%, 44%, 2.2, 91, 1%
O=[N+]([O-])c1ccc(N2CCN(C(=S)Nc3cccc(F)c3)CC2)cc1
    9%, -26%[20 µM], 0%, 0.2%, 0.2%, -5.0%, 28%, 0.2, 85, 12%
CC(C)CN(C(=O)CN1CCN(c2ccc([N+](=O)[O-])cc2)CC1)c1c(N)n(CC(C)C)c(=O)[nH]c1=O
    5%, 18%, -4%, 0.1%, 0.2%, -3.9%, -25%, 0.4, 57, 18%
COc1ccc(NC(=O)C(C)NS(=O)(=O)c2ccc(NC(C)=O)cc2)cc1Cl (stereo not drawn)
    4%, 9%, -3%, -0.3%, 0.5%, -0.1%, -13%, 0.2, 76, 14%
COc1cccc([C@H](O)Cn2cc(-c3ccc(CON=C(C)C)cc3)nn2)c1
    nt, 12%, -5%, 0.2%, nt, -3.1%, -11%, -1.0, 46, 5%
COCCNC(=O)c1cccc(OC2CCN(Cc3ccc(Cl)c(F)c3)CC2)c1
    2%, -31%[20 µM], 8%, -0.4%, -0.2%, -4.2%, -12%, -0.1, 62, -14%
CCn1cc(C(=O)NCc2ccc(C)cc2)c(=O)c2cc(S(=O)(=O)N(C)C)ccc21
    6%, -29%, -1%, 0.4%, 0.1%, -0.9%, 8%, 3.2, 54, 5%
COC(=O)[C@H](CC(C)C)NC(=O)CCc1nnc(COc2ccccc2)o1
    2%, 4%, 2%, 0.0%, -0.4%, 0.6%, -31%, -0.8, 58, 12%
Cc1ccc(N2CC(C(=O)Nc3ccc(S(=O)(=O)Nc4nccs4)cc3)CC2=O)cc1C (stereo not drawn)
    1%, -6%, -1%, -0.1%, 0.1%, -0.2%, -12%, -0.6, 54, 8%
COc1cc(/C=C/C(=O)O)cc(S(=O)(=O)Nc2ccc(F)cc2)c1OC
    3%, 20%, -3%, 0.7%, -3.6%, 0.6%, -28%, -0.7, 43, 12%
Cc1ccc(-n2c(SCC(=O)NCC3CCCO3)nnc2-c2ccoc2C)cc1 (stereo not drawn)
    4%, 13%, 6%, -0.2%, 1.1%, -7.3%, -6%, -2.1, 62, 4%
CC(=O)Nc1ccc(NC(=O)C2CCCN2C(=O)NCc2ccccc2)cc1 (stereo not drawn)
    4%, -38%, 17%, 0.2%, 0.7%, 1.8%, 6%, -0.8, 40, 3%

The list is partial, so the mix of outcomes need not match the whole.
